BoNT A protease: BoNT/A light chain protease inhibitors, primary screen, biochemical, flow cytometry, MLPCN library. Botulinum neurotoxin type A light chain protease (Clostridium botulinum A str. ATCC 3502). multiplex microsphere protease substrate cleavage. inhibition, % at 10 µM. 360,000 compounds, 0.17% hits; also: plate controls were buffer without enzyme for full effect and enzyme alone for no effect
BoNT F protease: BoNT/F light chain protease inhibitors, primary screen, biochemical, flow cytometry, MLPCN library | Botulinum neurotoxin type F light chain protease (Clostridium botulinum) | Multiplex microsphere protease cleavage assay | inhibition, % at 10 µM | 360,000 compounds, 0.22% hits | AID 588497, 2011; in the data active = inhibition above about 35%, passing the limit was not always enough; inconclusive = no clear call, values can overlap the other calls; also: plate controls were buffer without enzyme for full effect and enzyme alone for no effect
SSB-PriA inh: inhibitors of Klebsiella pneumoniae PriA binding to SSB C-terminal tail, primary screen, biochemical, AlphaScreen. PriA–SSB C-terminal tail interaction (Klebsiella pneumoniae). AlphaScreen SSBct-PriA binding, biotinylated peptide. inhibition, % at 33 µM. 430,000 compounds, 0.6% hits. AID 1272365, 2023; in the data active = inhibition mostly above about 37%, no sharp cut-off; inactive = mostly below about 20%;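 also: plate controls were negative control peptide for no effect and reference peptide for full effect; strong numbers were not always called active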
PrPC TRFRET: inhibitors of human cell surface prion protein PrPC, primary screen, cell-based, TR-FRET | Major prion protein (Homo sapiens), P04156 | TR-FRET read-out | inhibition, % at 13.8 µM | 370,000 compounds, 0.43% hits | AID 720596, 2013; in the data active = inhibition above about 24%; also: 0% = median of the test wells and 100% = reference compound wells
Rv3671c protease: Rv3671c serine protease inhibitors, primary screen, biochemical, fluorescence polarization, M. tuberculosis H37Rv; P9WHR9; inhibition, % at 5.96 µM; AID 2606, 2010; 320,000 compounds, 0.048% hits; in the data active = inhibition above about 38%;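 also: extracellular domain of Rv3671c used as enzyme; 0% = enzyme with DMSO and 100% = no enzyme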
Target sequence (P9WHR9 whole entry, looked up, the tested form may be a part): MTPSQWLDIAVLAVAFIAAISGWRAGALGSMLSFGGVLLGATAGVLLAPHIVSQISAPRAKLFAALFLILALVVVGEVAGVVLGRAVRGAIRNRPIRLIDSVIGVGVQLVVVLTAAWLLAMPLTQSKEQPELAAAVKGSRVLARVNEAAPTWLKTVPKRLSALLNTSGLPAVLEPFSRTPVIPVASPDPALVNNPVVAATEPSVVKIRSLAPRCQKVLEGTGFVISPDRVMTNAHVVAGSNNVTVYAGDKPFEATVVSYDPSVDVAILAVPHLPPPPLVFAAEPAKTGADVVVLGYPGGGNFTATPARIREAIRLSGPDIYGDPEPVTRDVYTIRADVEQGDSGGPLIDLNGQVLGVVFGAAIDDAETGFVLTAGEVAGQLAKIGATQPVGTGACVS
Anthrax LF inh2: Bacillus anthracis LF protease inhibitors, primary screen, biochemical, multiplex microsphere, MLPCN library. Lethal factor (Bacillus anthracis), P15917. multiplex microsphere protease cleavage assay. inhibition, % at 10 µM. 360,000 compounds, 0.12% hits; also: plate controls were buffer without enzyme for full effect and enzyme alone for no effect
3CLpro inhibitor: SARS-CoV 3CLpro protease inhibitors, primary screen, biochemical, quenched FRET. Replicase polyprotein 1ab (Severe acute respiratory syndrome coronavirus), P0C6X7. recombinant SARS-CoV 3CLpro, quenched FRET peptide cleavage. inhibition, % at 6 µM. 290,000 compounds, 0.14% hits. AID 1706, 2009; in the data active = inhibition above about 12%
CCHFV vOTU inh: CCHFV vOTU protease inhibitors, primary screen, biochemical, Pep-AMC substrate, fluorescence; Crimean-Congo hemorrhagic fever virus L polyprotein viral ovarian tumor (vOTU) protease …; inhibition, % at 11.5 µM; 370,000 compounds, 0.55% hits; in the data active = inhibition above about 30%; also: 0% = vehicle wells with enzyme and 100% = no enzyme wells
DUSP3 inh: VHR1 phosphatase inhibitors, primary screen, biochemical, absorbance, uHTS. 290,000 compounds, 0.52% hits. recombinant VHR phosphatase, pNPP absorbance. inhibition, % at 13.3 µM. AID 1654, 2009; in the data active = inhibition above about 50%; also: some compounds called inactive have numbers as strong as hits
Target sequence (P51452 whole entry, looked up): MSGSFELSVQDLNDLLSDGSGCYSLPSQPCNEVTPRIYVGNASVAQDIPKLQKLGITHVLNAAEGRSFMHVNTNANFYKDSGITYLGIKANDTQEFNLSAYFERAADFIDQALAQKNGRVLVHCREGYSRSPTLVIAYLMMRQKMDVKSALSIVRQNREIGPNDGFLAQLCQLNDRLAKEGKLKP
MazEF act: activators of E. coli MazEF toxin-antitoxin RNase, primary screen, biochemical, fluorescence, uHTS | FAM/BHQ RNA-DNA oligo cleavage fluorescence, 5 h | activation, % at 20 µM | 350,000 compounds, 0.32% hits; in the data active = activation above about 50%
Target sequence (P0AE70 whole entry, looked up): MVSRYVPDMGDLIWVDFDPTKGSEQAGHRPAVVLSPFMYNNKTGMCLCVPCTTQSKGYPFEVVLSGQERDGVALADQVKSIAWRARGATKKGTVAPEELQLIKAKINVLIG
Starred values were filed as active, the others as inactive; ? = inconclusive; / = no result given. Rule as the data show it, unless noted: active = inhibition above about 30%; inconclusive = no clear call, values can overlap the other calls; inactive = below that. These rows are one share of the data. The share of hits here may be higher or lower than overall.

SMILES	BoNT A protease	BoNT F protease	SSB-PriA inh	PrPC TRFRET	Rv3671c protease	Anthrax LF inh2	3CLpro inhibitor	CCHFV vOTU inh	DUSP3 inh	MazEF act
O=C(Nc1cccc([N+](=O)[O-])c1)C(=O)N1CCCCC1	0.2	-1	3	-13	-5	-2	3	-1	-2	1
COc1ccc(C(=O)NNC(=S)NC(=O)c2ccc(Br)o2)cc1OC	-0.9	-6	2	-4	11	-7	0	-4	-21	0
O=C(CSc1nnc(-c2ccncc2)n1-c1ccc(Cl)cc1)N1CCOCC1	-1.2	-12	-14	4	9	1	0	9	8	9
COC(=O)c1c(-c2ccccc2OC)sc2cc3c(cc12)OCO3	0.7	3	-21	-7	-3	-1	/	-14	/	2
CCOc1ccc(NC(=S)NC(=O)c2cnn(CC)c2)c([N+](=O)[O-])c1	-0.9	-1	12	-14	/	0	4	-7	0	2
CCN(CCNC(=O)CN(C)S(=O)(=O)c1cccc2nsnc12)c1ccccc1	1.9	-1	11	-29	-4	2	-2	7	-15	-2
Cc1ccc(Cn2cnc3c(nnn3Cc3ccc(Cl)cc3)c2=O)cc1	-0.8	-1	-5	-2	-6	3	-3	9	24	-6
C#CCOCCOCCOCCNc1nc(N2CCN(C(=O)[C@H]([C@@H](C)CC)n3cc(CCC(=O)O)nn3)CC2)nc(N2CCN(C(=O)[C@H](C)n3cc(CCCN=C(N)N)nn3)CC2)n1	-0.3	-2	3	-2	2	-3	-1	0	0	3
CCS(=O)(=O)N1N=C(c2ccccc2)CC1c1ccc2nccnc2c1 (centres undefined)	5.7	16	6	-2	5	8	-4	-3	-2	9
O=[N+]([O-])c1ccccc1S(=O)(=O)N(CC1CO1)c1ccccc1 (centres undefined)	-0.3	2	6	2	16	-6	5	-13	-14	3
COc1ccc(CNC(=O)CCc2nc3cc(S(=O)(=O)N(C)C)ccc3n2C)cc1OC	-0.6	3	-3	0	4	-3	-1	1	14	2
CC(C)(C)c1ccc(OC(=O)c2ccc(-n3cncn3)nc2)cc1	/	/	/	4	5	/	3	-9	24	/
O=C(NCc1cccc(C(F)(F)F)c1)c1csc([C@@H]2O[C@H](CO)[C@H](O)[C@H](O)[C@H]2O)n1	-0.5	-7	/	2	/	1	/	5	/	/
Cc1ccc(NC(=O)Nc2cccc([N+](=O)[O-])c2)nc1	-1.0	-5	6	5	5	1	-1	-5	15	6
O=C(NCc1ccco1)c1cccc(Br)c1	-2.1	?	-18	1	8	-3	-5	-14	14	9
COc1ccc(NC(=O)NNC(=O)c2ccc3ccccc3c2O)cc1OC	0.3	1	-6	0	6	-4	-4	-17	-25	3
O=c1[nH]c2cnn(-c3ccccc3)c2c(=O)n1O	-0.2	4	-1	2	/	-8	/	-11	/	-26
O=S(=O)(Nc1ccccc1O)c1ccc(Cl)nc1	-0.3	-3	-3	-6	-1	-3	-1	1	21	3
COc1cc(/C=N/NC(=O)CCN2CCCCC2)ccc1O	-1.7	3	/	10	-3	-4	1	7	7	5
Cc1nc(N)c(CC(Br)CBr)c(Cl)n1 (centres undefined)	0.5	-3	-12	6	-8	1	1	-2	17	8
CCCCC(=O)N(C)c1c(CC)nc2c(OCC(=O)C(C)(C)C)cccn12	-0.4	-1	/	-1	/	-6	/	2	/	/
COc1ccc(Cl)cc1S(=O)(=O)N1CCCC(C(=O)NCc2ccccc2)C1 (centres undefined)	0.2	-4	2	-1	-7	4	1	-6	29	-1
CCCCCCCCCn1c2c(c(=N)c3c1CCC3)CCCC2	-0.7	-3	9	/	/	-2	-1	/	-3	-20
CN(C)c1ccc(N2CN=C3SCC(=O)N3C2)cc1	-2.0	-12	36	-5	-14	-16	-2	6	44	5

Five compounds from above, arranged by molecular weight, largest number first:
SMILES	BoNT A protease	BoNT F protease	SSB-PriA inh	PrPC TRFRET	Rv3671c protease	Anthrax LF inh2	3CLpro inhibitor	CCHFV vOTU inh	DUSP3 inh	MazEF act
COc1ccc(CNC(=O)CCc2nc3cc(S(=O)(=O)N(C)C)ccc3n2C)cc1OC	-0.6	3	-3	0	4	-3	-1	1	14	2
COC(=O)c1c(-c2ccccc2OC)sc2cc3c(cc12)OCO3	0.7	3	-21	-7	-3	-1	/	-14	/	2
CCCCCCCCCn1c2c(c(=N)c3c1CCC3)CCCC2	-0.7	-3	9	/	/	-2	-1	/	-3	-20
O=C(NCc1ccco1)c1cccc(Br)c1	-2.1	?	-18	1	8	-3	-5	-14	14	9
O=C(Nc1cccc([N+](=O)[O-])c1)C(=O)N1CCCCC1	0.2	-1	3	-13	-5	-2	3	-1	-2	1

(listing goes on)
SMILES	BoNT A protease	BoNT F protease	SSB-PriA inh	PrPC TRFRET	Rv3671c protease	Anthrax LF inh2	3CLpro inhibitor	CCHFV vOTU inh	DUSP3 inh	MazEF act
CCc1nnc(NC(=O)CSc2nnc(CNc3ccc(F)cc3)n2C2CCCCC2)s1	-0.3	0	3	-8	1	-5	3	22	7	6
CN(CCCNC(=O)c1ccc(CS(=O)c2ccc(Br)cc2)o1)Cc1ccccc1 (centres undefined)	1.3	2	8	-9	-3	-2	0	7	40	5
Fc1cccc(Cl)c1CSc1ccc(-c2cccnc2)nn1	/	/	-3	16	2	/	-2	-2	15	8
CCC(=O)Nc1ccc(NC(=S)NC(=O)/C=C/c2ccccc2)cc1	-0.9	-10	0	9	-13	-2	7	-12	0	6
O=C(NCc1ccco1)/C(=C\c1ccco1)NC(=O)c1ccc(Br)o1	-1.6	-14	1	5	-1	0	5	4	6	1
Cc1ccc(OC(=O)CN2C(=O)c3ccccc3C2=O)cc1C	-10	-6	-30	5	3	-3	6	19	3	11
Cc1cccc(OCc2nnc(NC(=O)c3cccs3)s2)c1	-0.3	-8	-3	-2	-8	-8	-2	-1	39	-1
Cc1cc(NC(=O)c2nn3cccnc3c2Cl)no1	-3.9	-6	-17	-13	-13	-2	0	0	15	7
COc1ccc(S(=O)(=O)N2CCN(CC(=O)NCCc3cccs3)CC2)cc1	3.9	3	-4	3	0	?	/	7	/	-12
C=C(C)CC1N(c2cccc(OC)c2)C(=O)[C@@H]2C(C(=O)O)[C@H]3C=C[C@@]12O3 (some centres undefined)	-0.1	-8	-23	-3	-5	-4	4	-1	19	-2
COc1ccc(NC(=O)COC(=O)C2CCC(C(C)(C)C)CC2)c([N+](=O)[O-])c1 (centres undefined)	0.1	-6	18	-1	-6	-2	1	8	18	-10
COc1ccc(NC(=S)N(CCCN2CCCC2)Cc2cccn2Cc2ccc(Cl)cc2)cc1Cl	-0.5	-11	16	-15	-3	-8	2	-2	33	8

Filtered by structure: the compounds so far containing a COOH group
SMILES	BoNT A protease	BoNT F protease	SSB-PriA inh	PrPC TRFRET	Rv3671c protease	Anthrax LF inh2	3CLpro inhibitor	CCHFV vOTU inh	DUSP3 inh	MazEF act
C#CCOCCOCCOCCNc1nc(N2CCN(C(=O)[C@H]([C@@H](C)CC)n3cc(CCC(=O)O)nn3)CC2)nc(N2CCN(C(=O)[C@H](C)n3cc(CCCN=C(N)N)nn3)CC2)n1	-0.3	-2	3	-2	2	-3	-1	0	0	3
C=C(C)CC1N(c2cccc(OC)c2)C(=O)[C@@H]2C(C(=O)O)[C@H]3C=C[C@@]12O3 (some centres undefined)	-0.1	-8	-23	-3	-5	-4	4	-1	19	-2

Continuation:
SMILES	BoNT A protease	BoNT F protease	SSB-PriA inh	PrPC TRFRET	Rv3671c protease	Anthrax LF inh2	3CLpro inhibitor	CCHFV vOTU inh	DUSP3 inh	MazEF act
Cc1nc2ccccc2c2oc(C(=O)NCc3ccccn3)cc12	0.8	0	-10	3	-2	0	-6	-10	10	4
O=C(/C=C/c1ccc2c(c1)OCO2)NCc1cn2cc(Cl)ccc2n1	-1.1	-11	6	5	4	3	6	3	9	9
N#CCCN(Cc1cccs1)C(=O)Nc1ccc(F)cc1	2.4	?	-13	-3	8	6	-1	11	12	2
Cc1ccc(NC(=O)CCNS(=O)(=O)c2cccc3nsnc23)cc1F	-6.0	-23	17	-25	1	20	-1	1	26	10
COC(=O)N1CCN(c2ccc(Cl)c(Cl)c2)CC1	-0.3	-4	-16	/	-1	-2	4	/	-18	1
CC(C)N1CCC(NC(=O)Nc2ccc3c(c2)OCO3)CC1	0.2	1	-21	-2	-10	0	-2	-9	0	-9
CCOc1ccc(Cl)cc1/C=N/NC(N)=O	-0.4	-5	/	-2	0	-2	3	3	28	0
Cc1c(Cl)cccc1Nc1n[nH]c(=S)s1	0.2	3	1	-7	/	-3	/	-1	/	-6
CC(=O)c1cccc(NC(=O)c2ccc3c(=O)n4c(nc3c2)CCCCC4)c1	-0.6	1	-6	6	-7	-4	-8	-2	22	0
COCCNC(=O)c1onc(CSc2cccc(Cl)c2)c1C(=O)O	-0.4	-1	-8	-5	-1	-6	10	0	10	5
CCc1nc2ccc(C(=O)Nc3cccc(OCC(=O)N(C)C)c3)cn2c1N(C)C(=O)c1ccncc1	-0.3	-4	/	-6	/	-3	/	0	/	/
CCCCOc1ccc(C(=O)Nc2cccc(-n3cnnn3)c2)cc1OC	0.4	-2	-13	6	-28	1	-1	9	1	-3

One compound at a time (already shown). Values in the order: BoNT A protease	BoNT F protease	SSB-PriA inh	PrPC TRFRET	Rv3671c protease	Anthrax LF inh2	3CLpro inhibitor	CCHFV vOTU inh	DUSP3 inh	MazEF act
`Cc1nc2ccccc2c2oc(C(=O)NCc3ccccn3)cc12` in the list: 0.8	0	-10	3	-2	0	-6	-10	10	4
`CCc1nc2ccc(C(=O)Nc3cccc(OCC(=O)N(C)C)c3)cn2c1N(C)C(=O)c1ccncc1` in the list: -0.3	-4	/	-6	/	-3	/	0	/	/
`Cc1ccc(NC(=O)CCNS(=O)(=O)c2cccc3nsnc23)cc1F` in the list: -6.0	-23	17	-25	1	20	-1	1	26	10
`CC(=O)c1cccc(NC(=O)c2ccc3c(=O)n4c(nc3c2)CCCCC4)c1` in the list: -0.6	1	-6	6	-7	-4	-8	-2	22	0

Next section:
SMILES	BoNT A protease	BoNT F protease	SSB-PriA inh	PrPC TRFRET	Rv3671c protease	Anthrax LF inh2	3CLpro inhibitor	CCHFV vOTU inh	DUSP3 inh	MazEF act
COc1ccc(C(=O)c2ccccc2CN2C(=O)c3ccccc3C2=O)cc1	0.1	2	-15	-4	/	0	/	10	/	6
Cc1cc(NC(=O)CSc2nc(-c3ccco3)cc(C(F)(F)F)n2)no1	0.2	-10	-16	11	5	1	1	10	9	-3
COC(=O)c1[nH]c2cc(C)ccc2c1NC(=O)CN1CCN(C(=O)c2ccco2)CC1	-0.3	0	1	-11	-6	-4	-1	-15	15	-2
CCOC(=O)c1ccc(NC(=O)Nc2cccc(C)n2)cc1	0.1	1	-11	3	-5	-1	2	-2	10	1
Cc1c(Cc2ccccc2)c(=O)oc2cc(OCc3nn[nH]n3)ccc12	-0.8	-9	-22	4	-5	-2	4	-42	-16	-1
Oc1ccc(Br)cc1-c1ccn[nH]1	0.0	-3	-22	1	12	0	4	-4	-5	3
COc1cccc(CNC(=O)c2cc(S(=O)(=O)N3CCCCC3)ccc2C)c1	-0.2	0	/	9	/	-3	/	-11	/	-6

Screening results from PubChem BioAssay.
